Screens (PubChem BioAssay)
TLR9-MyD88 block: inhibitors of TLR9-MyD88 association in cells, primary screen, cell-based, CHO, BLA complementation, fluorescence | actives 0.21% (n = 340,000) | CCF4 FRET ratio | inhibition, % at 4.98 µM | Toll-like receptor 9 (Homo sapiens) + Myeloid differentiation primary response protein … | AID 504734, 2011;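 active = inhibition above the mean over all tested compounds plus 3 SD, cut at about 21% in these data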;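 note: 0% = DMSO only wells and 100% = clavulanate BLA inhibitor control wells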
Target sequence (Q99836 whole entry, looked up): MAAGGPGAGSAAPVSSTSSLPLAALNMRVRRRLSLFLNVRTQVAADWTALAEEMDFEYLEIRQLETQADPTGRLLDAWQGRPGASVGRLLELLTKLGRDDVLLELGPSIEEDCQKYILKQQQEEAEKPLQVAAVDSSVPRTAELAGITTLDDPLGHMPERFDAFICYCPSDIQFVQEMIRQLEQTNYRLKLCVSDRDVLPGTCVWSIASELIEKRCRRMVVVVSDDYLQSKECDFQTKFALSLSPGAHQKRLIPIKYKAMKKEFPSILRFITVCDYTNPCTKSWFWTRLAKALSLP
Target sequence (Q9NR96 whole entry, looked up): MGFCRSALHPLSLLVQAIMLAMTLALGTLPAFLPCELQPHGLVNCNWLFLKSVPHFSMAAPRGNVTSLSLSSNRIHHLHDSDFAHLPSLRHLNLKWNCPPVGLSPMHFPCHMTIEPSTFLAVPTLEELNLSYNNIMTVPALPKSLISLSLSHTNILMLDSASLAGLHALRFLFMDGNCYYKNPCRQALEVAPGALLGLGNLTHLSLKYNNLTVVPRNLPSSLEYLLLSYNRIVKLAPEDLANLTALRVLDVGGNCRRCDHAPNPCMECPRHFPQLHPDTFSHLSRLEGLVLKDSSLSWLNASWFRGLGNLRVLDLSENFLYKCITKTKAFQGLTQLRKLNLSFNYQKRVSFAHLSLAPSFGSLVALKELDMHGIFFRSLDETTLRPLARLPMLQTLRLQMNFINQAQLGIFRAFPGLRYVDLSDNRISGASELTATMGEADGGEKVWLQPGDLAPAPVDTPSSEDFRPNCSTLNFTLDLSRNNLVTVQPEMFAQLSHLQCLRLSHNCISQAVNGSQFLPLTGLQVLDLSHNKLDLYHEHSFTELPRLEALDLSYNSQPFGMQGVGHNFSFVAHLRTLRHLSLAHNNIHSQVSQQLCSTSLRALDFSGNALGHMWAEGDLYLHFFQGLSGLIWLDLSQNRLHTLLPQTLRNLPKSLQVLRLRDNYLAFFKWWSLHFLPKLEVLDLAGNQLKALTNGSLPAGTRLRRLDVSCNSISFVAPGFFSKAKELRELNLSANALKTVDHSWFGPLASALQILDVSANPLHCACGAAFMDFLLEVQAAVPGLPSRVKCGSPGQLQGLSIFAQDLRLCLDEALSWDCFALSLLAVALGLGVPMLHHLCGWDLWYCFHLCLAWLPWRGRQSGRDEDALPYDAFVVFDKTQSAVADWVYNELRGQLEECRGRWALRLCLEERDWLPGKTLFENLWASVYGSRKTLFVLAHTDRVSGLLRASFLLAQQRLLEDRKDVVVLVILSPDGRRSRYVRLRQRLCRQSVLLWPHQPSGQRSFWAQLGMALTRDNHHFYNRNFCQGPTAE
SRC1 inh: SRC1 coactivator transcriptional activity inhibitors, primary screen, cell-based, luminescence; HEK293 GAL4-SRC1 luciferase reporter; AID 588354, 2011; inhibition, % at 3.6 µM; actives 0.12% (n = 360,000);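 active = inhibition above the campaign mean plus 3 SD, with each screening campaign given its own cutoff, cut at about 60% in these data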;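 note: 0% = DMSO treated cells and 100% = gossypol at 36 µM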
MC4R antag cAMP: MC4R antagonists of cAMP signaling, primary screen, cell-based, TR-FRET, antagonist arm of biased-ligand search. MC4R-expressing cells, MTII-stimulated cAMP, LANCE TR-FRET. actives 0.48% (n = 360,000). Melanocortin receptor 4 (Homo sapiens), P32245. inhibition, % at 6.5 µM. AID 540295, 2011;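 active = inhibition above its plate's cutoff, the mean of tested wells on that plate plus 3 SD, cut at about 29% in these data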;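 note: 0% = Melanotan II alone and 100% = Melanotan II plus saturating MCL0020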
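Material – human MC4R-expressing U2OS cells · Repeats – no replicates · Detection – TR-FRET with Eu-cAMP and labeled anti-cAMP, 671 nm · Times – compound 30 min, challenge 1 h, detection 1 h · Compound – single nominal compound dose of 6.5 µM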
COUP-TFII inh: NR2F2 transcriptional activity inhibitors, primary screen, cell-based, luciferase reporter, HEK293T, luminescence | actives 0.7% (n = 370,000) | COUP transcription factor 2 (Homo sapiens), P24468 | inhibition, % at 8.6 µM | AID 686940, 2013 | HEK293T NGFI-A luciferase reporter;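 active = inhibition above a per-plate cutoff, mean inhibition of test wells between control levels plus 3 SD, cut at about 38% in these data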;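 note: cells cotransfected with COUP-TFII expression vector driving the NGFI-A reporter; 0% = median of COUP-TF2 test wells and 100% = reporter-only cells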
MC4R barr agon: MC4R agonists recruiting beta-arrestin, primary screen, cell-based, luminescence, agonist arm of biased-ligand search; U2OS MC4R beta-arrestin complementation; percent of melanotan II response, DMSO zero; Melanocortin receptor 4 (Homo sapiens), P32245; activation, % at 8.9 µM; actives 0.98% (n = 360,000);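 active = activation above a per-plate cutoff, the mean activation of sample wells on that plate plus 3 SD, cut at about 8% in these data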
LRH-1 inv ag: LRH-1 (NR5A2) inverse agonists, primary screen, cell-based, luminescence, HEK293T, StAR-luciferase reporter | actives 0.13% (n = 360,000) | inhibition, % at 3.6 µM | LRH-1 transfected, 24 h | Nuclear receptor subfamily 5 group A member 2 (Homo sapiens), O00482 | AID 602396, 2012;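 active = inhibition above the mean inhibition of all tested compounds plus 3 SD, cut at about 73% in these data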;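 note: 0% = DMSO wells and 100% = reporter-only cells lacking LRH-1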
ABHD5 PLIN5 PPI: ABHD5-PLIN5 interaction inhibitors, primary screen, cell lysate, split luciferase complementation, luminescence. Split G. princeps luciferase complementation, 4 h. inhibition, % at 4 µM. actives 0.78% (n = 360,000). AID 602281, 2012;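 active = inhibition above the mean inhibition across every tested compound plus 3 SD, cut at about 22% in these data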;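 note: 0% = DMSO only wells and the 100% control is not disclosed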
NOD2 RIPK2 PPI: NOD2-RIPK2 binding disruptors in cells, primary screen, fluorescence, CHO cells, BLA complementation | Receptor-interacting serine/threonine-protein kinase 2 (Homo sapiens), O43353 | CCF4 ratio | inhibition, % at 4.98 µM | actives 0.38% (n = 360,000); in the data active = inhibition above about 21%;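 note: 0% = vehicle only and 100% = reference blocker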
NCOA2 inhibitor: inhibition of GAL4-SRC2 driven luciferase reporter, primary screen, SRC2 inhibitor project, cell-based, luminescence | inhibition, % at 9 µM | HEK293 GAL4-SRC2 luciferase reporter | actives 0.17% (n = 370,000);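 active = inhibition above the mean inhibition of all tested compounds plus 3 SD, set per campaign, cut at about 52% in these data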;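 note: 0% = DMSO treated cells and 100% = cells given Gossypol at 36 µM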
EBV LMP1 NFkB: EBV LMP1-driven NF-kappaB luciferase reporter inhibitors, primary screen, cell-based, luminescence, single point. LMP1-induced NF-kappaB luciferase reporter cells. inhibition, % at 12.5 µM. actives 0.69% (n = 350,000); in the data active = inhibition above about 41%;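 note: 0% = neutral control wells and 100% = reference inhibitor control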
NCOA3 inh: SRC3 coactivator transcriptional activity inhibitors, primary screen, cell-based, luminescence; actives 0.17% (n = 360,000); Nuclear receptor coactivator 3 (Homo sapiens), Q9Y6Q9; inhibition, % at 3.6 µM; HEK293 GAL4-SRC3 luciferase reporter;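 active = inhibition above a per-campaign cutoff, the mean of all compounds plus 3 SD, cut at about 60% in these data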;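 note: 0% = DMSO-treated cells and 100% = gossypol-treated cells at 36 µM; higher means less SRC3-driven luciferase light from the GAL4 reporter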
Active calls of the source: *; x = no result given. An excerpt; the hit share may differ from the screen's.

SMILES	TLR9-MyD88 block	SRC1 inh	MC4R antag cAMP	COUP-TFII inh	MC4R barr agon	LRH-1 inv ag	ABHD5 PLIN5 PPI	NOD2 RIPK2 PPI	NCOA2 inhibitor	EBV LMP1 NFkB	NCOA3 inh
CCCOC1(NC(=O)c2ccccc2)C(C)=CC(=O)C=C1C	2	12	2	-6	2.2	3	-1	-3	1	5	10
CCOc1ccccc1NC(=O)COC(=O)COc1cccc2c1OC(C)(C)C2	4	-2	3	-15	-1.4	-1	6	-2	16	-2	11
O=C1NC[C@H](CC2CCCCC2)N(CC2CCCCC2)C1=O	-7	-11	5	-5	0.2	-6	12	-9	-9	-1	-7
COC1=Nc2ccccc2/C=C\c2ccccc21	-10	2	5	-9	-0.3	-4	-3	1	-19	-1	-11
O=C(CSc1cc([N+](=O)[O-])cc(S(=O)(=O)Cc2ccccc2)c1)NC1CC1	4	5	5	5	0.4	12	0	-7	-1	-2	7
COc1ccc(OCCCC(=O)N(C)CC(=O)Nc2ccccc2Cl)cc1	-3	19	11	6	-2.1	-10	-1	-5	-41	-2	15
Cc1ccc(C(=O)/C=C\NCc2ccccc2)cc1	12	-43	-1	-24	-0.2	-2	-1	-4	-35	-13	-18
CC(C)(C)OC(=O)N(Cc1ccccc1)Cc1ccc(OCc2cccc(NC(=O)C3CC3)c2)cc1	2	6	10	-1	2.5	0	1	-9	-21	10	-1
O=C(Nc1nccs1)c1ccc(-c2cccc([N+](=O)[O-])c2)o1	15	-56	2	-6	0.5	9	4	5	-30	-33	-44
Cc1ccc(C)c(Cn2nnc3c(=O)[nH]c(C4CCCN(C(=O)CC(C)C)C4)nc32)c1 (stereo not given)	-1	4	3	x	0.2	12	1	-1	x	-2	-5
O=C1CCC(=O)N1CN(C(=O)c1ccco1)c1ccccc1	5	-27	1	0	-2.0	-7	-1	2	2	0	5
CCN(CC)S(=O)(=O)c1ccc(C(=O)OCn2nnc3ccccc3c2=O)cc1	8	0	10	19	-0.8	15	4	6	-12	2	10
COc1ccc(N2C(=O)CC2(/C=C/c2ccccc2OC)C(=O)NC2CCCC2)cc1 (stereo not given)	12	-13	8	18	-1.1	-7	-3	8	-3	-2	-17
CS(=O)(=O)N(CC(=O)NCc1ccco1)c1cc(C(F)(F)F)ccc1Cl	-15	4	6	16	-1.1	7	2	-2	1	3	13
CCc1cc(C(=O)N2CCCC(CCC(=O)NCc3cccc(OC)c3)C2)no1 (stereo not given)	-2	-11	8	10	-2.3	-10	1	4	4	-4	16
Cc1ccc(S(=O)(=O)NC2CC(C)(C)NC(C)(C)C2)c(C)c1C	8	5	2	-7	0.3	4	7	-9	-3	9	3
c1csc(-c2nn3c(Cn4cnc5ccccc54)nnc3s2)c1	-4	-8	-2	-16	-1.6	13	-6	0	-23	-1	1
Cc1cc(C)n(CC(=O)NNC(=O)CCCOc2ccc(Cl)c(C)c2)n1	-13	6	-2	2	-2.2	10	-5	-3	7	-6	2
O=C(CCN1CCCCC1)NCC1OCCc2ccccc21 (stereo not given)	5	10	10	-10	-0.1	-31	-8	1	-7	0	-7
O=C(Cc1cccs1)N1CCN(S(=O)(=O)c2ccc(F)cc2)CC1	-4	-19	14	10	0.0	-8	1	-6	-3	5	4
C=C(C)C(=O)Oc1ccc(N2C(=O)CCC2=O)cc1	-8	1	13	-11	-0.8	9	-1	1	-3	8	-3
Cc1ccc2ccccc2c1Cn1c(-n2ccnc2)nc2c1c(=O)n(C)c(=O)n2C	-5	-12	4	-2	-1.2	2	3	-5	-2	-6	24
O=c1c2ccccc2sc2c(CO)ccc(NCCN3CCCCC3)c12	-4	11	0	-3	-2.6	12	0	9	-11	-12	24
O=C(Nc1ccc(-c2ccccc2)cc1)c1ccc2c(c1)S(=O)(=O)c1ccccc1C2=O	-1	4	9	7	-0.1	0	1	10	-22	-4	1
O=C(NCCCN1CCOCC1)C1CCN(S(=O)(=O)c2cccc(Cl)c2Cl)CC1	-5	-6	3	2	-2.1	-4	5	-2	6	-5	-27
COc1ccc(NC(=O)CN(C)C(=O)CCSc2ccc(F)cc2)cc1	-6	-9	6	-4	0.1	-2	2	0	-3	-4	-17
COc1ccc(N(C(C)=O)c2nc3ccccc3[nH]2)cc1	3	-9	0	-24	-1.5	-13	-4	-11	3	0	-5
O=c1c2cc(Br)ccc2nc(-c2cccc(Cl)c2)n1O	4	-2	2	16	-2.5	13	-6	-4	-1	-2	-13
Cc1ccc[n+](CC(=O)Nc2cccc([N+](=O)[O-])c2)c1	2	3	3	-8	-1.1	-8	0	-6	-2	-9	4
COc1ccc(NC(=O)CSc2nccn2Cc2ccccc2)c(OC)c1	-8	-28	0	-3	-0.6	-30	0	7	-11	-14	16
COc1ccc(OC)c(NC(=O)CCN2CCN(Cc3ccccc3)CC2)c1	-21	14	2	-10	-0.6	-16	0	-15	-18	-17	8
COc1cccc(Oc2ccc(N)cc2)c1	3	-18	2	20	-2.1	-20	3	-2	2	-13	6
C/C(=N\NC(=O)c1ccco1)c1cccc2ccccc12	-7	-20	15	-22	0.3	-110	4	-7	-25	-3	-39
COCCNC(=S)N1CCC(NC(=O)c2ccco2)CC1	-5	-16	4	-17	-0.6	10	3	-5	12	-3	12
O=S(=O)(CCN1C=CC(C(F)(F)F)=NCC1)c1ccc(F)cc1	-5	-20	-3	23	-0.8	6	-1	-9	17	3	8
COc1ccc(/C=N/Nc2cc(C)nc(N3CCOCC3)n2)cc1OC	x	-9	-5	-21	-1.8	-2	0	-4	15	x	16
O=C(NC(=S)Nc1ccccc1O)c1cccnc1	6	-1	9	1	-1.3	-35	-7	8	-24	0	-6
O=C(N1CCOCC1)N1CCN(S(=O)(=O)c2cccc([N+](=O)[O-])c2)CC1	-2	0	1	1	0.5	5	5	4	0	-2	23
COc1ccc(S(=O)(=O)NCC2CCCN(C(=O)CN3CCCCC3)C2)cc1 (stereo not given)	-1	1	-3	-19	-0.1	-10	7	-9	13	4	-9
CCc1nc2ccc(C(=O)NCCc3c[nH]c4ccccc34)cn2c1N(C)Cc1nccn1C	x	-20	12	1	-1.1	6	-6	-6	1	x	-13

As a short view, 9 of the compounds above:
SMILES	TLR9-MyD88 block	SRC1 inh	MC4R antag cAMP	COUP-TFII inh	MC4R barr agon	LRH-1 inv ag	ABHD5 PLIN5 PPI	NOD2 RIPK2 PPI	NCOA2 inhibitor	EBV LMP1 NFkB	NCOA3 inh
CC(C)(C)OC(=O)N(Cc1ccccc1)Cc1ccc(OCc2cccc(NC(=O)C3CC3)c2)cc1	2	6	10	-1	2.5	0	1	-9	-21	10	-1
O=C(Nc1nccs1)c1ccc(-c2cccc([N+](=O)[O-])c2)o1	15	-56	2	-6	0.5	9	4	5	-30	-33	-44
Cc1ccc(C)c(Cn2nnc3c(=O)[nH]c(C4CCCN(C(=O)CC(C)C)C4)nc32)c1 (stereo not given)	-1	4	3	x	0.2	12	1	-1	x	-2	-5
O=C1CCC(=O)N1CN(C(=O)c1ccco1)c1ccccc1	5	-27	1	0	-2.0	-7	-1	2	2	0	5
CCN(CC)S(=O)(=O)c1ccc(C(=O)OCn2nnc3ccccc3c2=O)cc1	8	0	10	19	-0.8	15	4	6	-12	2	10
COc1ccc(N2C(=O)CC2(/C=C/c2ccccc2OC)C(=O)NC2CCCC2)cc1 (stereo not given)	12	-13	8	18	-1.1	-7	-3	8	-3	-2	-17
CS(=O)(=O)N(CC(=O)NCc1ccco1)c1cc(C(F)(F)F)ccc1Cl	-15	4	6	16	-1.1	7	2	-2	1	3	13
CCc1cc(C(=O)N2CCCC(CCC(=O)NCc3cccc(OC)c3)C2)no1 (stereo not given)	-2	-11	8	10	-2.3	-10	1	4	4	-4	16
Cc1ccc(S(=O)(=O)NC2CC(C)(C)NC(C)(C)C2)c(C)c1C	8	5	2	-7	0.3	4	7	-9	-3	9	3

The results go on:
SMILES	TLR9-MyD88 block	SRC1 inh	MC4R antag cAMP	COUP-TFII inh	MC4R barr agon	LRH-1 inv ag	ABHD5 PLIN5 PPI	NOD2 RIPK2 PPI	NCOA2 inhibitor	EBV LMP1 NFkB	NCOA3 inh
COc1ccc(C2(c3ccc(OC)cc3)NC(=O)N(CC(=O)Nc3ccc(C(=O)N(C)C)cc3)C2=O)cc1	2	-6	6	0	1.9	-2	5	3	-66	-3	9
CC(=O)c1cccc(CN2CCC(C(=O)Nc3cccc(-c4ccn[nH]4)c3)CC2)c1	-11	15	-6	8	0.0	-5	12	-8	13	-3	3
CCOC(=O)CCCNC(=O)CCNC(=O)c1ccc(OC)cc1	0	8	9	11	-0.6	-4	8	-8	2	-3	-2
Fc1ccc2cnc(-c3ccccc3)c(-c3cccc(C(F)(F)F)c3)c2c1	4	0	-2	13	3.1	-40	-4	5	-6	17	4
O=C(Nc1nnc(CCN2CCCCC2)s1)c1cccc(Cl)c1	-31	-9	1	5	-2.0	1	1	-3	-5	-10	13
CCSc1nnc(NC(=O)COc2ccc(Cl)cc2)s1	6	-5	7	6	0.6	5	2	-1	-15	-1	-17
CCCc1cc(C(=O)Nc2sc(C)c(CC)c2C#N)no1	0	4	3	-6	-0.5	-25	-1	-1	1	-4	-30
Cc1cccc(NC(=O)CSCC(=O)Nc2sccc2C#N)c1	-8	-1	-2	-6	-2.0	-4	-6	-4	-15	0	-6
CSc1cccc(N2CC(C(=O)Nc3ccccc3N3CCCC3)CC2=O)c1 (stereo not given)	-5	-9	17	-5	-0.5	-12	4	0	19	2	-8
CCCCN(CC)S(=O)(=O)c1ccc(C(=O)Nc2nnc(COC)o2)cc1	2	4	12	x	-1.1	6	1	3	x	-8	-26
